Assay outcomes: PubChem BioAssay, National Center for Advancing Translational Sciences (NCATS)
D1 PAM: Potentiators of Human D1 Dopamine Receptor: qHTS. D(1A) dopamine receptor (Homo sapiens), P21728. HEK293 TREx D1 cells, calcium flux, dopamine EC20 potentiation. potentiation, % at 10 µM. hit rate 0.036% among 360,000. AID 504651, 2011; in the data active = potentiation above about 30%; note: 0% is about no effect
D2 agonist: HTS Assay for Allosteric Agonists of the Human D2 Dopamine Receptor: Primary Screen for Agonists. HEK293 T-REx D2 cells, calcium flux agonist mode. hit rate 0.53% among 340,000. D(2) dopamine receptor (Homo sapiens), P14416. activation, % at 2 µM;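 active = activation over 3 SD above normal in the single-dose calcium agonist read, cut at about 30% in these data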; note: 0% is about no effect
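Agonism scored from kinetic calcium signal (1 read/sec, 180 s) following compound pin transfer, after a 10 s baseline. Cells: HEK293 Trex line expressing inducible D2 receptor coupled to calcium, dye-loaded after overnight culture at 30 C.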
D2 antagonist: HTS Assay for Allosteric Antagonists of the Human D2 Dopamine Receptor: Primary Screen for Antagonists; inhibition, % at 10 µM; D(2) dopamine receptor (Homo sapiens), P14416; HEK293 TREx D2 cells, calcium flux, dopamine EC80; AID 485344, 2010; hit rate 2% among 340,000; in the data active = inhibition above about 30%; note: 0% is about no effect
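Tetracycline-induced HEK293 T-REx cells expressing D2 force-coupled to calcium signalling were dye-loaded, exposed to compound for 180 s, then challenged with an EC80 of dopamine; calcium flux was followed kinetically for a further 180 s.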
D1 agonist: Allosteric Agonists of the Human D1 Dopamine Receptor: qHTS. HEK293 T-REx D1 cells, calcium flux, agonist mode. activation, % at 2 µM. hit rate 1% among 360,000; in the data active = activation above about 30%; note: 0% is about no effect
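Tetracycline-induced HEK293 TREx D1 cells, force-coupled to calcium signalling, were dye-loaded with a no-wash calcium kit. Compound was pin-added after a 10 s baseline. Fluorescence was read kinetically at 1 cycle/s for 180 s, with calcium rises flagged as agonism.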
TRHR enhancer: qHTS for Small Molecule Agonists and Allosteric Enhancers of Human TRH Receptor: Primary Screen for Enhancers; hit rate 0.66% among 360,000; enhancement, % at 2 µM; AID 493056, 2011; TRHR cells, fluo-8 calcium fluorescence, EC20 TRH enhancement; Thyrotropin-releasing hormone receptor (Homo sapiens), P34981; in the data active = enhancement above about 30%; note: 0% is about no effect
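Enhancer read-out: after compound pinning and an initial kinetic agonist-mode read, an EC20 of TRH (10 nM final) was injected and fluo-8 calcium signal (Ex 480/Em 530) followed at 1 s/cycle for 100 cycles in TRHR-expressing cells.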
D1 antag: Antagonist of Human D 1 Dopamine Receptor: qHTS. hit rate 3.2% among 360,000. D(1A) dopamine receptor (Homo sapiens), P21728. activity change, negative = inhibition, % at 10 µM. HEK293 TREx D1 cells, calcium flux, dopamine EC80; active compounds read low. AID 504652, 2011; in the data active = activity change below about -30%; note: % is set by controls: 0 for no effect and ±100 for the full control effect
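Kinetic fluorescence of a calcium dye serves as the read-out. D1-expressing Hek293 Trex cells, induced overnight at 30 C, are exposed to compound for 180 s before an EC80 dopamine addition, then read 180 s further.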
RXFP1 antag: qHTS Assay for Antagonists of the Relaxin Receptor RXFP1; HEK293-RXFP1, relaxin-stimulated cAMP HTRF, 30 min; active compounds read low; activity change, negative = inhibition, % at 57.5 µM; hit rate 0.59% among 350,000;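 active = activity change of -60% or lower, but not beyond a set lower limit; inconclusive = change between -60% and -40%, or beyond the set limit; inactive = change above -40%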; note: % is set by controls: 0 for no effect and ±100 for the full control effect
Target sequence (Q9HBX9 whole entry, looked up): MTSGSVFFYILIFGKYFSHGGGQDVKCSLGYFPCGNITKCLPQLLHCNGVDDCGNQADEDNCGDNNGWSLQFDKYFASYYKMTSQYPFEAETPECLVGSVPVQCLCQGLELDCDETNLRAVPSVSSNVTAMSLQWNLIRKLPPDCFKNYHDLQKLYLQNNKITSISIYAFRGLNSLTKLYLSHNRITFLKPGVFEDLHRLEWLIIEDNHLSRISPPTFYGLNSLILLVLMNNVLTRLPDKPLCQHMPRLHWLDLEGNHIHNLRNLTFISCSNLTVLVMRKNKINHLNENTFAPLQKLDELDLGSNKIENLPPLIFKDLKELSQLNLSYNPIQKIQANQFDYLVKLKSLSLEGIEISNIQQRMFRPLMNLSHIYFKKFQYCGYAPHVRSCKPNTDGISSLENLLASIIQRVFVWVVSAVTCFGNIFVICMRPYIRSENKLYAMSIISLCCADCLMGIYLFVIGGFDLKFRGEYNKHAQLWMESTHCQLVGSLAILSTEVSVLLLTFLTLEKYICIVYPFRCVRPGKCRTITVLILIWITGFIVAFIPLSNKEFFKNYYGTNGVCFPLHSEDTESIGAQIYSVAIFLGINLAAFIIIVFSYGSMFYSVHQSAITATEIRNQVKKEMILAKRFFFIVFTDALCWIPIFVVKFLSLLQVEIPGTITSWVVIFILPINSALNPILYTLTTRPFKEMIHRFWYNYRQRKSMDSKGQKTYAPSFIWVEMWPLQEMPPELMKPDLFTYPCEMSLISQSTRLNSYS
D2 PAM: HTS Assay for Positive Allosteric Modulators of the Human D2 Dopamine Receptor: Primary Screen for Potentiators; D(2) dopamine receptor (Homo sapiens), P14416; HEK293 T-REx D2, calcium flux, EC20 dopamine potentiation; potentiation, % at 10 µM; hit rate 0.34% among 340,000; AID 485347, 2010;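 active = potentiation over 3 SD above the plate norm, cut at about 30% in these data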; note: 0% is about no effect
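Tetracycline-induced HEK293 T-REx cells force-coupled to calcium signalling expressed D2; compounds were pin-added after a 10 s baseline, read kinetically 180 s, then an EC20 dopamine challenge followed with a further 180 s calcium read.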
RXFP1 agonist: qHTS Assay for Agonists of the Relaxin Receptor RXFP1; Relaxin receptor 1 (Homo sapiens), Q9HBX9; HEK293T-RXFP1 cAMP TR-FRET, 30 min; response scale: percent of porcine relaxin response, buffer zero; Potency, µM (doses to about 57.5 µM), without a hit: at the highest dose activation, usual class: activators; hit rate 0.3% among 370,000; active = well fitted activation curve with a large enough effect; inconclusive = small, poorly fitted or top-dose-only effect; note: potency is the fitted concentration of half-maximal effect; % is set by controls: 0 for no effect and ±100 for the full control effect; nearly all actives have a fitted effect of over 60% in size; many of its hits are not listed in these tables
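HEK293 cells stably expressing RXFP1, treated 30 min at 37C with compounds plus PDE4 inhibitor Ro 20174; cAMP measured by HTRF TR-FRET. Normalized to buffer and 29 nM porcine relaxin; EC50 by Hill fit.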
An asterisk follows results filed as active; ? = inconclusive; . = not tested or not shown. These rows are one share of the data; rates above refer to the full screens.

SMILES	D1 PAM	D2 agonist	D2 antagonist	D1 agonist	TRHR enhancer	D1 antag	RXFP1 antag	D2 PAM	RXFP1 agonist
Cc1cc(=O)n(CC(=O)N2CCCCC2)c2c1c(C)nn2C	-2	-0.1	.	2	1	-6	.	10	1.7%
Cc1cc(Oc2ccc(=O)n(C)n2)nc(Oc2ccc(=O)n(C)n2)n1	-1	-0.6	6	1	-1	19	2	1	2.6%
COc1ccc(/C=C(/NC(=O)c2ccco2)C(=O)Nc2ccc(C(C)=O)cc2)cc1	-1	.	.	-1	5	2	-3	-11	-1.3%
O=C(/C=C\c1ccc2c(c1)OCO2)NC1CC(=O)N(c2ccc(Cl)cc2)C1 (configuration not stated)	-2	-0.7	.	-3	1	.	-3	-3	3.4%
CCOC(=O)N1CCN(C(=O)Cn2ncc3c4ccccc4n(Cc4ccc(F)cc4)c3c2=O)CC1	3	0.6	.	-3	-4	-26	-5	10	0.3%
COc1cccc2c(=O)n(CC(=O)Nc3ccc(F)cc3)ccc12	-1	.	.	2	0	0	.	.	26%
CCc1ccc(NC(=O)CSc2nc(O)cc(=O)n2C2CCCC2)cc1	-1	0.2	9	5	-9	-16	-9	-12	1.1%
O=C(CSc1nc2ccccc2o1)N/N=C/c1ccc(O)c(O)c1	-6	-0.3	5	3	8	-7	6	10	0.3%
COc1cc(OC)cc(-c2nc3nc(C)c(CCC(=O)Nc4ccc(C)c(C)c4)c(C)n3n2)c1	-3	1.3	.	3	6	-57*	.	0	1.9%
Cc1ccc(C2CC(c3ccccc3C)n3nc(N)nc3N2)cc1 (configuration not stated)	1	1.1	4	0	-6	21	-20	-10	-0.8%
Cc1ccc2nc(N3CCN(C(=O)c4cccs4)CC3)c(C#N)cc2c1	-3	0.2	-9	1	-8	-2	-7	-2	4.3%
Cc1[nH]c2ccccc2c1C(=O)C(=O)NCc1ccco1	-2	1.0	9	2	29	-15	-8	16	-0.8%
COC(=O)c1nn(-c2ccccc2)c(=O)cc1O	1	2.8	-2	1	-9	5	-9	5	2.9%
COc1cc(-c2c(NC(=O)c3ccco3)oc3c(C)cccc3c2=O)cc(OC)c1OC	16	0.3	-2	3	1	-10	11	-5	5.4%
CCOc1ccccc1CNC(=O)c1sc2ncccc2c1-n1cccc1	-2	0.4	.	4	-1	6	-11	7	-0.3%

Five compounds drawn at random from the list so far, as already listed:
SMILES	D1 PAM	D2 agonist	D2 antagonist	D1 agonist	TRHR enhancer	D1 antag	RXFP1 antag	D2 PAM	RXFP1 agonist
COC(=O)c1nn(-c2ccccc2)c(=O)cc1O	1	2.8	-2	1	-9	5	-9	5	2.9%
COc1cc(-c2c(NC(=O)c3ccco3)oc3c(C)cccc3c2=O)cc(OC)c1OC	16	0.3	-2	3	1	-10	11	-5	5.4%
CCOC(=O)N1CCN(C(=O)Cn2ncc3c4ccccc4n(Cc4ccc(F)cc4)c3c2=O)CC1	3	0.6	.	-3	-4	-26	-5	10	0.3%
Cc1cc(Oc2ccc(=O)n(C)n2)nc(Oc2ccc(=O)n(C)n2)n1	-1	-0.6	6	1	-1	19	2	1	2.6%
CCc1ccc(NC(=O)CSc2nc(O)cc(=O)n2C2CCCC2)cc1	-1	0.2	9	5	-9	-16	-9	-12	1.1%

(more compounds)
SMILES	D1 PAM	D2 agonist	D2 antagonist	D1 agonist	TRHR enhancer	D1 antag	RXFP1 antag	D2 PAM	RXFP1 agonist
Cc1cc(C)n2nc(SCc3ncc(-c4ccccc4)o3)nc2n1	-4	-0.5	-7	2	7	-3	-5	11	2.2%
Oc1ccccc1-c1cc(C(F)(F)F)[nH]n1	-2	-1.4	-8	7	-6	-17	.	-6	0.0%
CC1CCN(C(=O)C2CCN(S(=O)(=O)c3cnc[nH]3)CC2)CC1	-2	0.2	-6	3	2	-1	9	1	0.2%
Cn1cc(Br)c(C(=O)NNC(=O)c2cccc(Br)c2)n1	-2	0.0	-11	2	-4	-1	2	-3	-0.6%
O=S(=O)(N/N=C/c1cccnc1)c1ccc(Cl)c(Cl)c1	-2	-0.6	-3	2	-1	7	8	-19	1.4%
CCC(CC)c1nn2c(=O)cc(COc3ccc(NC(=O)c4ccccc4C)cc3)nc2s1	3	.	.	3	3	-26	.	19	?
COC(=O)C(NC(=O)CCC(=O)N[C@@H](C(=O)OC)c1ccccc1)c1ccccc1 (some centres not stated)	-7	-0.6	13	0	-2	-5	.	9	1.3%
CCC(C)NC(=O)CO/N=C/c1ccc(C(=O)OC)cc1 (configuration not stated)	2	0.0	-10	0	11	-1	-3	-7	-0.8%
CCCOc1ccc(C(=O)C(CCC(CNCC)C(=O)c2ccc(OCCC)cc2)CNCC)cc1 (configuration not stated)	1	4.7	-8	21	23	-10	?	-6	1.3%
CC(CNC(=O)C(=O)NC(C)CCc1ccccc1)Cc1ccccc1 (configuration not stated)	-1	0.0	-18	2	-2	-2	-26	0	2.1%
O=C(NC1CC(=O)N(c2cccc(F)c2)C1)C1CCCC1 (configuration not stated)	-1	0.5	.	0	-2	.	-2	-3	0.8%
Cc1ccc(-c2nc(CSCC(=O)N3CCCC3)c(C)o2)cc1	2	0.3	4	1	-1	-16	-16	12	0.2%
CC(=O)NC(Cc1c[nH]c2ccccc12)C(=O)N1CCN(S(=O)(=O)c2ccccc2)CC1 (configuration not stated)	-2	0.0	-10	0	7	-2	-1	5	0.6%
CCOC(=O)Cn1c(=O)n(C2CCCCC2)c2nc(-c3ccc(OC)cc3)nc(C(N)=O)c21	-3	1.2	.	2	6	3	.	-1	0.8%
O=C(NCCS(=O)(=O)NCc1ccccc1Cl)c1ccc2c(c1)OCO2	-13	-0.7	-3	0	-1	-35*	1	-6	1.1%
CCOc1ccc(NC(=O)Nc2cnccn2)cc1	-11	2.6	9	-2	36*	-3	-4	-8	-0.2%
CC(C)(C)n1nnnc1C(c1ccc(Cl)cc1)N1CCSCC1 (configuration not stated)	-3	-0.9	10	2	-2	-1	-21	-3	1.8%
CC(C)C(NS(=O)(=O)c1ccc2c(c1)oc(=O)n2C)C(=O)N1CCN(C2CCCCC2)CC1 (configuration not stated)	.	1.3	31*	2	5	10	.	2	0.0%
CC(OC(=O)c1oc2ccccc2c1COc1ccccc1)C(N)=O (configuration not stated)	2	-1.1	-4	3	3	-8	-14	12	-1.0%
COc1ccccc1N(C)S(=O)(=O)c1ccc(C(=O)NNC(=O)c2ccccc2O)cc1	-4	0.3	-2	6	10	15	-22	10	-0.5%
O=C(O)CNS(=O)(=O)c1ccc2c3c(cccc13)C(=O)N2	-5	0.3	-8	3	1	7	-4	-13	5.7%
Cc1nc2ccc(S(=O)(=O)NCC(=O)N(C)Cc3ccccc3)cc2s1	0	0.5	-9	1	-1	2	12	-6	-0.2%
O=C(CCn1nc(-c2ccc(Cl)cc2)ccc1=O)NCCc1ccccc1	0	-0.2	.	0	1	-18	.	-10	1.8%
Cc1cc(N2CCC(C(=O)N3CCN(c4cccc(C)c4C)CC3)CC2)n2ncnc2n1	-4	0.0	8	9	10	-28	11	-3	0.3%
CCN1CCn2c3c(c4cc(C)ccc42)CCCC31 (configuration not stated)	0	11	8	0	4	-1	-11	9	0.6%
Cc1nn(-c2ccc(Cl)cc2)c2sc(C(=O)N3CCN(c4ccccn4)CC3)cc12	2	-1.4	1	-1	0	5	14	32*	0.6%
CN1CCSc2ccc(C(=O)NCc3cccc(Br)c3)cc21	-4	0.1	-18	1	2	-8	6	-18	25%
CC(C)N1CCN(S(=O)(=O)c2ccc3ccccc3c2)CC1	-1	1.5	6	2	5	-92*	-2	6	1.2%
O=C(CCCN1C(=O)S/C(=C\C=C\c2ccccc2)C1=O)Nc1ccc(C(=O)O)cc1	-1	-0.7	-5	0	1	-9	-23	-6	-2.1%
Cc1c(NC(=O)CN2C(=O)NC3(CCCC3)C2=O)c(=O)n(-c2ccccc2)n1C	-6	0.6	-9	1	0	-4	-13	-5	-0.3%
N#Cc1nc(-c2ccco2)oc1NCc1cccnc1	-2	0.6	-15	0	10	11	-17	11	2.9%
O=C(NCCN1CCCC1)C1(S(=O)(=O)c2ccc(Cl)cc2)CC1	3	0.7	-5	6	-7	4	0	16	3.7%
CCN(CC)S(=O)(=O)c1cccc(-c2nnc(SC(C)C#N)n2Cc2ccccc2)c1 (configuration not stated)	-1	-0.5	7	1	-3	-1	-3	-14	7.1%
C=CCNCCOc1ccc(C(C)(C)c2ccccc2)cc1	1	-0.5	-26	13	3	-1	-12	-16	-1.2%
CCCCN(C(=O)c1cccc(S(=O)(=O)N2CCN(C)CC2)c1)c1c(N)n(CCCC)c(=O)[nH]c1=O	-6	1.8	-6	-2	3	-3	-15	13	0.8%
O=C(O)c1cnc(-c2ccccc2)nc1Sc1ccccc1	2	0.4	17	0	7	40	3	13	0.4%
COCCNC(=O)c1oc2ccc3c(c2c1C)C(O)CC(C)(C)O3 (configuration not stated)	-1	-0.3	-11	5	-5	-1	2	3	0.2%
CCOC(=O)c1c(NC(=O)c2cc(=O)c3cc(C)ccc3o2)sc2c1CCCC2	-2	0.5	.	0	4	-28	-4	-4	-1.8%
CC1CN(c2cc(=O)n(Cc3ccc(F)cc3)c(=O)[nH]2)CC(C)O1 (configuration not stated)	.	1.3	6	2	6	7	-6	3	-1.0%
N/C(Cc1cccc2ccccc12)=N\OC(=O)c1ccc(Br)o1	-8	0.0	5	6	-3	3	.	-1	-1.6%
Cc1cccc(C)c1NC(=O)CN(C)C(=O)COc1cccc2c1OC(C)(C)C2	-1	0.1	-15	2	-5	-13	4	-4	0.0%
N#Cc1ccc(C(=O)OCC(=O)N2CCOCC2)cc1	-3	-0.3	24	2	5	0	0	-4	1.8%
CCN(CC)CCCNC(=O)c1cn(CC)c2cc(N3CCN(C(=O)c4ccco4)CC3)c(F)cc2c1=O	-3	-0.1	-2	3	5	2	-12	11	6.2%
O=C(Nc1cccc(-c2cccc(Cl)c2)c1)C1CCN(C2CCC2)CC1	0	0.9	20	33*	3	-10	5	-6	-1.7%
Nc1nnnn1CC(=O)N/N=C/c1cccs1	-1	-0.1	-16	0	11	-12	-4	3	-0.9%
